M5 antag: antagonists of human muscarinic M5 receptor (CHRM5). P08912. CHO-hM5 cells, Fluo-8 calcium fluorescence, ACh EC80. inhibition, % at 3 µM. 360,000 compounds, 0.59% hits. AID 624040;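 active = inhibition above a per-plate cutoff, the mean of that plate's test compounds plus 3 SD, cut at about 27% in these data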;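 note: 0% = acetylcholine EC80 with DMSO and 100% = DMSO without agonist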
M5 PAM: potentiates acetylcholine response at human M5 receptor. CHO-K1 hM5, Fluo-8 calcium, ACh EC20 PAM; 0% = ACh EC20, 100% = ACh EC100. activation, % at 3 µM. 360,000 compounds, 0.3% hits. AID 624038;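 active = activation above the run cutoff, the mean activation of all test compounds plus 3 SD, cut at about 18% in these data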
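Assay system – human M5 receptor in CHO-K1 cells · Read-out – % activation, ACh-normalized · Technique – Fluo-8 calcium fluorescence · Dosing – single-point, 3 µM nominal · Incubation – Fluo-8 loading 80 min at 37 °C plus 30 min room temperature · Repeats – singlicate, one well per test compound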
CHRM4 PAM: positive allosteric modulators of human muscarinic M4 receptor; P08173; activation, % at 3 µM; 360,000 compounds, 0.4% hits; AID 624126; CHO-K1 hM4/Gqi5, Fluo-8 calcium fluorescence, ACh EC20; 0% = ACh EC20, 100% = maximal ACh;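 active = activation above its plate's cutoff, the mean activation of sample wells plus 3 SD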; note: some results filed as inactive read as strong as hits
CHRM4 agonist: agonists of human muscarinic M4 receptor (CHRM4); activation, % at 3 µM; CHO-K1 hM4/Gqi5, Fluo-8 calcium fluorescence; vehicle 0%, full acetylcholine response 100%; AID 624127; 360,000 compounds, 0.14% hits; P08173;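 active = activation above the run mean over all test wells plus 3 SD, cut at about 32% in these data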;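 note: peak over basal fluorescence ratio per well then scaled between controls; 0% = DMSO wells and 100% = acetylcholine at EC100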
CHRM5 agonist: agonists of human muscarinic M5 receptor (CHRM5) | P08912 | CHO-K1 hM5 cells, Fluo-8 calcium fluorescence; 0% DMSO wells, 100% maximal acetylcholine response | activation, % at 3 µM | 360,000 compounds, 0.19% hits | AID 624037;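 active = activation above the run's mean over test compounds plus 3 SD, cut at about 23% in these data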;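 note: signal is peak over basal fluorescence ratio across the kinetic read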
IDE cell inh: inhibitors of human insulin-degrading enzyme in cells. 320,000 compounds, 0.41% hits. inhibition, % at 5.59 µM. P14735. HEK cells, FAbetaB cleavage, fluorescence polarization;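 active = percent inhibition above the average of all tested compounds plus 3 SD, set per screening campaign, cut at about 16% in these data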;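 note: IDE supplied by intact live HEK cells; FP after avidin binding of uncleaved biotin substrate so inhibition keeps polarization high; 0% = DMSO wells and 100% = 60 µM reference IDE inhibitor Ii1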
Target sequence (P14735 whole entry, looked up): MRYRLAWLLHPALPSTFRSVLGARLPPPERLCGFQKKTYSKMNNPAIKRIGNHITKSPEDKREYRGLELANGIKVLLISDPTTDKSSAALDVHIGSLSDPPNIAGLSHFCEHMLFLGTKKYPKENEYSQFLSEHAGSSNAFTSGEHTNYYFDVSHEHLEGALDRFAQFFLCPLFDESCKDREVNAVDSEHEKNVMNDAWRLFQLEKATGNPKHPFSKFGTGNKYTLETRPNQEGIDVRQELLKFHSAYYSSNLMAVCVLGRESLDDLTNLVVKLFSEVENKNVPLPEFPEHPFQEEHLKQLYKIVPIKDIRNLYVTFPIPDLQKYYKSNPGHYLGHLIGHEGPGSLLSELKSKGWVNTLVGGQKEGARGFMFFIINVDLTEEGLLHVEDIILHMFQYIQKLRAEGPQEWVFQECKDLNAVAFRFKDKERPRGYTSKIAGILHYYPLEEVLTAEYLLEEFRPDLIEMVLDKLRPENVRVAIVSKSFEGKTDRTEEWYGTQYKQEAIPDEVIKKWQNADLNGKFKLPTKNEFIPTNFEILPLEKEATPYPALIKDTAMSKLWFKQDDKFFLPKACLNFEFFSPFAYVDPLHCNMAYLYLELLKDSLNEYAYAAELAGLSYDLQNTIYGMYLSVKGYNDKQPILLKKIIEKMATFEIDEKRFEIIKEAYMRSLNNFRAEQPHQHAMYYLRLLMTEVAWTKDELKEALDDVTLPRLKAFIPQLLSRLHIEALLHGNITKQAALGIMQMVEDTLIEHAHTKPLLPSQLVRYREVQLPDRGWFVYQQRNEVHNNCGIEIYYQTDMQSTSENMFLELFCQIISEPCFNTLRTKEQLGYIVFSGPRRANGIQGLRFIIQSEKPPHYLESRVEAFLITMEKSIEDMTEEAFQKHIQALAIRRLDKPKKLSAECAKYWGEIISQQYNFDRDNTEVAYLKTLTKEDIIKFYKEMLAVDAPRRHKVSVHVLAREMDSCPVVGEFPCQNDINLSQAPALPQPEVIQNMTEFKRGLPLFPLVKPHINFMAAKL
M4 antag: antagonists of human muscarinic M4 receptor (CHRM4); P08173; CHO-hM4 cells, ACh EC80, Fluo-8 calcium fluorescence; inhibition, % at 3 µM; 360,000 compounds, 0.73% hits;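 active = inhibition above its plate's cutoff, the mean inhibition of sample wells plus 3 SD, cut at about 27% in these data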;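 note: 0% = acetylcholine EC80 with DMSO and 100% = DMSO without agonist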
CRFR2-BP antag: antagonists of CRF-binding protein/CRF-R2 receptor complex | HEK293 CRF-R2/CRF-BP, CRF-induced calcium fluorescence | inhibition, % at 11.8 µM | 350,000 compounds, 0.59% hits | AID 588475;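 active = inhibition of the ligand-induced calcium signal above about 50% at the single tested concentration, limit read from the data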
CRFR2-BP ag: agonists of human CRF-binding protein/CRF-R2 receptor complex | 350,000 compounds, 0.46% hits | HEK293 CRF-R2/CRF-BP, calcium dye fluorescence (FLIPR); percent of saturating CRF peptide response | AID 588473 | activation, % at 13.2 µM;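 active = activation of at least 50%, plus an integration ratio under a set limit after plate pattern correction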;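 note: plate controls were neutral control wells without compound for no effect and CRF at EC100 for full effect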
* = called active by the depositor; . = no result given. Rows were taken by chance. About 2.9% of those tested had a hit in this group.

SMILES	M5 antag	M5 PAM	CHRM4 PAM	CHRM4 agonist	CHRM5 agonist	IDE cell inh	M4 antag	CRFR2-BP antag	CRFR2-BP ag
CCOC(=O)C1(Cc2ccccc2)CCN(Cc2cnn(C(C)C)c2)CC1	-7.7	5.3	-1.2	2.4	-8.8	-5.6	-4.9	1.5	-2.7
O=C(/C=C\c1ccc2c(c1)OCO2)NC1(C(=O)Nc2ccc3c(c2)OCCO3)CCCCC1	-2.4	-3.6	-11.8	4.0	0.5	1.3	1.6	-8.3	1.3
Cc1ncsc1CCOC(=O)c1ccc(Cl)cc1	-14.9	9.3	23.9*	1.8	-4.0	2.6	-9.5	4.5	0.0
Cc1ccc(-c2csc3ncnc(SCC(=O)O)c23)cc1	2.7	7.4	2.6	-0.1	-1.6	3.1	0.3	9.9	-0.4
O=C(N/C(=C/c1cccc(Br)c1)C(=O)N1CCOCC1)c1ccco1	-3.2	0.9	4.5	1.3	0.9	.	-3.4	7.1	-1.4
O=C1CCCc2oc3c(c21)CCCC3	-6.5	-1.8	1.1	0.6	-1.2	5.7	1.6	-8.4	0.3
COc1ccc(N2CCN(CC(=O)NC(=O)NC(C)(C)C)CC2)cc1	5.1	2.2	-1.5	0.3	-1.1	1.4	-2.7	-1.9	-0.7
Cc1cc(OCC(=O)N2CCC(O)CC2)c2c(C)cc(=O)oc2c1	-15.5	6.8	-1.4	3.0	-2.0	2.1	-17.3	-10.1	-2.9
C[C@H](CO)N1C[C@H](C)[C@H](CN(C)C(=O)N[C@H](C)c2ccccc2)OCc2ccccc2-c2c(n(C)c3ccccc23)C1=O	-8.4	9.0	-2.4	1.8	1.1	.	-4.2	-3.0	2.4
O=C1C2C3C=CC(C3)C2C(=O)N1c1cccc(-c2nc3ccccc3o2)c1 (stereo not given)	-6.7	0.9	13.1	1.3	-2.1	-1.1	-4.4	-1.4	0.2
CCN(CC)S(=O)(=O)c1ccc(OC)c(NC(=O)Cn2cnc3c2c(=O)n(C)c(=O)n3C)c1	7.9	6.3	5.9	1.5	-5.5	-11.3	-12.0	-2.7	-0.5
CC(=O)c1ccc(N2CCN(C(=O)c3ccc(C(=O)c4ccccc4)cc3)CC2)cc1	5.2	-4.0	-2.2	3.1	-0.1	1.4	-6.0	22.3	-1.5
COc1ccc(CCN=C2SCC(=O)N2Cc2ccccc2)cc1OC	5.0	3.7	5.3	1.2	-0.4	2.8	-5.8	7.2	-2.2
COc1ccc(C2C(C#N)=C(N)N(c3cccnc3)C3=C2C(=O)CC(C)(C)C3)cc1OC (stereo not given)	3.9	-9.1	9.3	0.7	-2.4	5.7	2.9	-9.8	0.2
CC(=O)c1ccc(-n2cc(-c3ccc(C(C)(C)C)cc3)[n+]3c2SCCC3)cc1	8.4	-16.9	-20.6	0.3	-9.5	3.6	21.3	-9.5	1.2
COc1ccc(N(CC(=O)NC2CCCC2)C(=O)Cn2nnc(-c3ccc(C)cc3)n2)cc1	10.9	-3.5	0.1	1.4	0.1	-2.2	-2.8	12.9	-1.4
CC(NC(=O)c1cccs1)c1ccc(Cl)cc1 (stereo not given)	-0.7	8.2	13.2	1.3	2.7	0.8	-1.5	-10.4	1.4
CCO[C@@H]1OC(C(=O)NC2CC2)=C[C@H](c2coc3ccccc3c2=O)[C@H]1CCCO	15.6	-5.7	3.8	-0.1	0.7	-0.8	-2.3	4.3	0.2
O=c1[nH]ncc(N2CCN(Cc3ccccc3)CC2)c1Cl	13.0	-7.0	-7.6	0.6	-2.8	2.0	13.2	-18.8	-0.6
CCOC(=O)C1=C(CC)OC(N)=C(C#N)C1c1ccc(OC)c(C)c1OC (stereo not given)	-0.6	-4.7	3.0	-0.4	-2.8	-2.2	-2.0	-1.6	8.8

The final three records of the part above lead into the next.
SMILES	M5 antag	M5 PAM	CHRM4 PAM	CHRM4 agonist	CHRM5 agonist	IDE cell inh	M4 antag	CRFR2-BP antag	CRFR2-BP ag
CCO[C@@H]1OC(C(=O)NC2CC2)=C[C@H](c2coc3ccccc3c2=O)[C@H]1CCCO	15.6	-5.7	3.8	-0.1	0.7	-0.8	-2.3	4.3	0.2
O=c1[nH]ncc(N2CCN(Cc3ccccc3)CC2)c1Cl	13.0	-7.0	-7.6	0.6	-2.8	2.0	13.2	-18.8	-0.6
CCOC(=O)C1=C(CC)OC(N)=C(C#N)C1c1ccc(OC)c(C)c1OC (stereo not given)	-0.6	-4.7	3.0	-0.4	-2.8	-2.2	-2.0	-1.6	8.8
CCN(CC)S(=O)(=O)c1ccc(C(=O)N2CCCCC2)cc1	-4.3	4.5	-2.2	0.8	-0.1	1.5	7.3	24.5	0.4
CCN(CC)c1ccc(/C=N/Nc2nc(C)cc(C)n2)cc1	3.3	-5.2	-0.4	0.8	-1.1	1.5	2.1	11.0	0.3
Cc1ccc(/C=N/NC(=O)CNC(=O)c2ccc(S(=O)(=O)N3CCCC3)cc2)o1	-3.1	1.5	-0.7	2.3	-0.5	0.2	0.9	8.5	0.0
COc1ccc(CNC(=O)C(=O)NCC2OCCN2S(=O)(=O)c2ccc(OC)cc2)cc1 (stereo not given)	-0.5	-4.2	-5.4	4.2	0.3	3.6	1.1	-5.5	-0.9
Cc1cccc(C(=O)N2CCC(C)(C(=O)NS(=O)(=O)C3CC3)C2)c1C (stereo not given)	0.3	0.3	6.6	0.8	0.5	.	-14.6	.	.
CC1(C)C2CC[C@]3(C)C(CC=C4[C@@H]5C[C@@](C)(CO)[C@@H](O)C[C@]5(C(=O)O)CC[C@]43C)[C@@]2(C)CC[C@@H]1O (stereo not given in full)	0.5	0.3	5.5	1.4	4.2	-0.1	-1.9	19.4	-0.8
O=C(CSc1ncccc1-c1nc2ccccc2[nH]1)N1CCCCC1	2.1	-1.3	2.1	1.0	0.6	0.5	5.8	1.9	0.3
Cc1cc(C)n(-c2c(F)c(F)c(COC(=O)c3ccccc3)c(F)c2F)n1	2.3	-8.4	-6.6	-2.0	-4.5	11.4	-4.6	2.9	-0.8
COc1cccc(NS(=O)(=O)Cc2ccccc2)c1	-1.4	-7.7	-0.2	0.6	-4.8	1.1	4.8	2.5	-1.0
O=c1c2sc3ccccc3c2[nH]c(=S)n1CCN1CCOCC1	1.9	-5.8	-3.6	2.4	-2.3	1.3	2.4	-3.4	-0.6
CCOC(=O)N1CCN(C(=O)c2cc(COc3c(F)cccc3F)on2)CC1	-4.3	1.0	2.7	1.3	0.6	8.7	-15.5	-4.1	-2.6
CC(=O)Nc1ccc(S(=O)(=O)N2CCC3(CC2)CC(=O)c2ccccc2O3)cc1	3.2	-8.4	-3.8	6.8	1.4	4.5	0.6	25.6	-0.8
N=c1c(C(=O)NCCN2CCOCC2)cc2c(=O)n3ccccc3nc2n1Cc1ccc(F)cc1	13.4	-9.9	-1.6	1.0	-5.3	0.3	6.6	1.1	-1.3
COc1ccc2[nH]c(=O)c(CN(Cc3cccs3)Cc3nnnn3C(C)(C)C)cc2c1	18.2	-8.5	-0.8	7.2	0.5	-0.8	-4.2	-17.3	-3.8
CCn1cc(Br)c(C(=O)Nc2sc3c(c2C(N)=O)CCCC3)n1	0.8	2.7	2.1	1.9	-0.1	-0.4	2.1	6.7	1.0
CCOC(=O)C(CCc1nnc(N)s1)C(=O)OCC	8.6	-1.4	7.3	0.7	0.3	3.4	-1.4	-2.0	-0.5
NS(=O)(=O)c1ccc(CCNC(=O)CNC(=O)c2ccccc2Br)cc1	-16.3	8.8	0.9	0.6	-1.8	0.3	-1.7	7.0	-1.0
COc1ccc(CCNC(=O)CCSc2nc(-c3ccco3)cc(C(F)(F)F)n2)cc1OC	1.8	-7.0	-3.9	2.8	-3.4	1.2	-10.8	-0.2	-0.1
NC(=O)C1c2ccccc2Oc2ccccc21	7.9	-7.1	-4.5	1.5	-4.2	3.0	0.8	-1.6	-2.1
Cc1ccc(NC(=O)C2CCCN(C(=O)Nc3ccc(F)cc3)C2)cc1 (stereo not given)	4.1	-0.4	-1.1	-1.2	-3.8	-1.7	-15.9	-5.6	-0.8

Three of these compounds, reformatted:
molecule | M5 antag | M5 PAM | CHRM4 PAM | CHRM4 agonist | CHRM5 agonist | IDE cell inh | M4 antag | CRFR2-BP antag | CRFR2-BP ag
COc1ccc(C2C(C#N)=C(N)N(c3cccnc3)C3=C2C(=O)CC(C)(C)C3)cc1OC (stereo not given) | 3.9 | -9.1 | 9.3 | 0.7 | -2.4 | 5.7 | 2.9 | -9.8 | 0.2
CC(=O)c1ccc(-n2cc(-c3ccc(C(C)(C)C)cc3)[n+]3c2SCCC3)cc1 | 8.4 | -16.9 | -20.6 | 0.3 | -9.5 | 3.6 | 21.3 | -9.5 | 1.2
COc1ccc(N(CC(=O)NC2CCCC2)C(=O)Cn2nnc(-c3ccc(C)cc3)n2)cc1 | 10.9 | -3.5 | 0.1 | 1.4 | 0.1 | -2.2 | -2.8 | 12.9 | -1.4

(listing goes on)
SMILES	M5 antag	M5 PAM	CHRM4 PAM	CHRM4 agonist	CHRM5 agonist	IDE cell inh	M4 antag	CRFR2-BP antag	CRFR2-BP ag
CCOC(=O)C1=C(C)N=C2SC(C)C(=O)N2C1/C=C/c1ccccc1OC (stereo not given)	0.4	-3.7	-1.8	0.4	-6.8	-2.8	-1.8	-5.9	1.8
NS(=O)(=O)c1ccc(S(=O)(=O)N(Cc2ccccc2F)CC2CCCO2)cc1 (stereo not given)	3.1	-11.0	-5.4	0.7	0.2	0.8	1.4	1.6	-3.2
C/C(=C\C(=O)c1cccnc1)Nc1ccc(O)cc1	0.0	0.1	2.2	0.5	-0.4	1.7	3.1	-6.0	-2.5
Cc1cc(C)c[n+](-c2nc([O-])sc2C=O)c1	3.3	3.7	-0.3	-0.3	-1.1	4.0	-1.9	6.4	-1.0
Cn1c(=O)c2c(nc(NCC3CCCC(CN)C3)n2Cc2ccc(Cl)cc2Cl)n(C)c1=O (stereo not given)	3.7	-4.2	-14.5	-0.1	-1.5	2.1	11.1	-17.0	-0.7
Cc1nn(C)c(C(=O)NN)c1Cl	5.7	3.4	-3.0	0.0	-0.2	1.8	4.7	3.1	-0.4
C/C(N=Nc1nc2ccccc2s1)=N\Nc1ccccc1O	8.6	-3.2	-14.6	3.7	-1.8	-4.7	-0.9	-0.6	-0.8

Source: PubChem BioAssay
